SKBR3 24h inh = SK-BR-3 proliferation inhibitors, primary screen, cell-based, human, 24 h. viability, % at 10 µM. hit rate 0.47% among 41,000. SK-BR-3 viability, CellTiter-Glo ATP luminescence; stronger effect = lower value;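 active = viability at or below the median of all test compounds minus 3 SD, in both replicates if run twice, cut at about 45% in these data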;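 note: 100% = median untreated cell wells and 0% = median positive control drug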
* = called active by the depositor. An excerpt (hit frequency here may not be typical).

SMILES	SKBR3 24h inh
CC(=O)N1CCN=C1SCc1cccc(C(F)(F)F)c1	73.0
O/N=C1/CCSc2ccccc21	89.2
Cc1ccc2cc3c(N)c(C(=O)N4CCOCC4)sc3nc2c1	102.9
CCN1CCN(CCCOc2ccc(-c3ccccc3)cc2)CC1	85.1
Cc1ccc(C(=O)CC2(O)C(=O)N(CCc3ccccc3)c3ccc(Br)cc32)o1 (stereo unspecified)	94.9
C=CCn1c(=O)[nH]c2cc(C(=O)N3CCN(c4ccc(C(C)=O)cc4)CC3)ccc2c1=O	105.7
CC(=O)c1cc(C)ccc1OC(=O)c1cccnc1	76.8
CCN1CC=C2C(C#N)=C(N)C(C#N)(C#N)[C@H](c3cccc(OC)c3OC)[C@H]2C1	82.6
CN(C)c1oc(COc2ccc(F)cc2)nc1C#N	91.1
COc1ccc(-c2nc(SC)n(S(=O)(=O)c3ccccc3)n2)cc1	84.7
O=C1CC(c2cccs2)c2cc3c(cc2N1)OCCO3 (stereo unspecified)	94.6
CCn1cc(C(=O)Nc2nncs2)c(=O)c2cc(F)c(N3CCN(C(=O)c4ccco4)CC3)cc21	70.4
CC(C)CCn1c(SCC(=O)c2ccccc2)nc2c1c(=O)[nH]c(=O)n2C	88.0
COc1ccc(CN2CCN(c3ncccn3)CC2)c(OC)c1	97.9
Cc1ccc(-c2cn3c(=S)[nH]nc3s2)cc1	105.4
O=C(Nc1cccc(S(=O)(=O)C(F)F)c1)c1ccc(S(=O)(=O)N2CCOCC2)cc1	78.1
COc1ccc(CCNC(=O)c2cnn(-c3ccc(C)c(C)c3)c2NC(=O)c2ccco2)cc1OC	80.0
CCOC(=O)CCc1c(C)nc(SCC(=O)O)c(C#N)c1C	104.5
O=C(NC1CCCc2ccccc21)c1cccnc1 (stereo unspecified)	109.7
Cc1ccc(-c2nc(S(=O)(=O)c3ccc(F)cc3)c(SCC(=O)NCC3CCCO3)o2)cc1 (stereo unspecified)	114.5
C=CCNC(=O)c1c(N)n(-c2ccc3c(c2)OCO3)c2nc3ccccc3nc12	69.8
O=c1c2[nH]c3ccccc3c2ncn1Cc1ccccn1	97.4
CC1CN(CCC(=O)Nc2ccc3c(c2)CCC3)CC(C)O1 (stereo unspecified)	91.4
CCC(C(=O)NC1CCCC1)N(C(=O)c1snc(C(N)=O)c1N)c1ccc2c(c1)OCCO2 (stereo unspecified)	101.0
COc1cc2c(=O)nc3n(c2cc1OC)C(c1ccccc1)N=C(N)N3 (stereo unspecified)	88.5
CC1(C)NC(=O)N(CNc2cc(Cl)ccc2Cl)C1=O	114.9
O=C(NCCN1CCCCCC1)C1CCN(S(=O)(=O)N2CCOCC2)CC1	85.0
O=C(OCc1ccccc1Cl)c1ccc(-n2cnnc2)cc1	97.2
CCOC(=O)c1ccccc1NC(=O)c1c(O)c2ccccc2n(CC)c1=O	71.3
Cc1cc2c(=O)n(Cc3ccco3)c(SCC(=O)NCc3ccco3)nc2s1	83.6
c1ccc(-c2nnc(-c3ccccn3)nn2)nc1	99.5
COc1cccc(/C=N/n2c(CO)nc3ccccc32)c1OC	87.8
COc1ccc(CCn2c(=N)c(C#N)cc3c(=O)n4ccccc4nc32)cc1	85.7
CCc1c(C(=O)Nc2ccc(OC)cc2)[nH]c(C)c1C(C)=O	73.6
Cc1ccc2nc3c(cc(C#N)c(=O)n3-c3nccs3)c(=O)n2c1	89.3
Cc1cc(Cl)c(S(=O)(=O)NC2CCCCC2)cc1OCC(=O)Nc1nncs1	83.5
COc1ccc(-n2c(O)c(C=NC3CC3)c(=O)[nH]c2=O)cc1	82.6
CC(=O)Oc1ccccc1C1OC(=O)c2ccccc2N1C(C)=O (stereo unspecified)	104.4
COc1ccc(CCCc2nnc(SCC(=O)Nc3cc(C)c(C)cc3Br)o2)cc1	80.5
CCOc1cc(C)nc(N2CCN(C3CCCCC3)CC2)n1	68.9
Cc1cccn2c(=O)c3cc(C#N)c(=NC(=O)c4ccccc4)n(Cc4ccco4)c3nc12	90.0
CN(Cc1nc2ccccc2n1C)S(=O)(=O)c1ccc(Cl)cc1	95.2
CCCCOC(=O)Cn1c(=N)n(CCN2CCOCC2)c2ccccc21	102.8
Nn1c(SCc2nc3ccccc3[nH]2)nnc1C1CCCCC1	107.2
Cc1cc(C)nc(NS(=O)(=O)c2ccc(NC(=O)CCCN3C(=O)c4ccccc4C3=O)cc2)n1	89.3
O=C(Nc1ccc2c(c1)OCO2)C1CC(c2c(F)cccc2Cl)=NO1 (stereo unspecified)	90.2
Cc1cc(C)cc(N(C(C)C(=O)N2CCCCC2)S(C)(=O)=O)c1 (stereo unspecified)	93.2
Cc1nc(N2CCN(Cc3ccccc3)CC2)nc2c1C(=O)CC(C)C2 (stereo unspecified)	117.9
CCN(CC)CCNC(=O)c1ccccc1N	95.9
COc1cc(-c2nnc3n2N=C(c2ccccc2)CS3)cc(OC)c1OC	79.9

Going on with the list.
SMILES	SKBR3 24h inh
Cc1cc(C)cc(OCc2ccc(C(=O)O)o2)c1	114.7
Cc1nccn1-c1c2c(c(C#N)c3nc4ccccc4n13)CCC2	105.1
Cc1ccc(Nc2nc(CSc3nnnn3-c3ccccc3)cc(=O)[nH]2)cc1	93.9
CCN(CC)c1nc2ccccc2n2cnnc12	111.4
C#Cc1ccc(C(=O)Nc2cc(C(N)=O)ccc2N2CCOCC2)cc1	79.1
Cc1ccccc1-c1nnc2s/c(=C\c3ccc(N(C)C)cc3)c(=O)n12	86.0
Cc1cc(C)c(C)c(OCc2nc(-c3cccnc3)no2)c1	88.9
O=C(NC1CCCCCC1)c1cc2n(n1)C(C(F)(F)F)CC(c1ccco1)N2 (stereo unspecified)	107.8
O=S(NCc1ccccc1)C12CC3CC(CC(C3)C1)C2 (stereo unspecified)	95.3
COc1ccc(C2CC(c3ccccc3Cl)Nc3ncnn32)cc1OC (stereo unspecified)	94.9
Cc1cc(C)c(N2C(=NC(=O)CCCC(=O)O)SC3CS(=O)(=O)CC32)c(C)c1 (stereo unspecified)	98.1
CCCCSc1nnc(-c2ccc(NC(C)=O)cc2)n1C	101.7
O=C(Cn1ncc2c(=O)oc3ccccc3c21)Nc1nc2ccccc2s1	84.0
CCn1c2ccccc2c2nnc(SCC(=O)Nc3ncccn3)nc21	98.5
CCOC(=O)C1=C[C@]2(CC)CCCN3CCc4c(n1c1ccccc41)[C@@H]32	94.5
COc1ccccc1NS(=O)(=O)c1ccc(Br)s1	99.1
CCCCOc1ccc(OCCCC)c2c1NC1(N2)C(=O)N(C(C)=O)c2ccccc21	119.4
CCOC(=O)Cn1c(=O)oc2cc(S(=O)(=O)N3CCn4c3nc3ccccc34)ccc21	59.1
Cn1nnnc1SCC(=O)NCc1ccco1	124.8
O=C1OCCC1Sc1nnc(-c2ccco2)o1 (stereo unspecified)	106.4
CN(C)c1ccc(-n2cc3c(=O)n(C)c(=O)n(C)c3c2)cc1	102.4
CCOc1ccc(CN(Cc2ccco2)C(c2cccs2)c2nnnn2C(C)(C)C)cc1 (stereo unspecified)	82.8
CCSC1=C(C#N)C(c2cccc(Br)c2)CC(=O)N1 (stereo unspecified)	90.9
COc1ccccc1N1CCN(c2cc(N3CCCC3)nc(C)n2)CC1	78.6
CCc1nnc2sc(-c3ccc(NC(=O)c4ccco4)cc3)nn12	92.7
CC(C)c1nnc(NC(=O)CCN2C(=O)c3ccccc3C2=O)s1	97.3
CCc1c(C(C)O)oc2ccc3c(C)cc(=O)oc3c12 (stereo unspecified)	87.0
CCOc1ccc(OCC)c(NC(=O)CN2CCN(C(=O)c3ccco3)CC2)c1	69.5
Cc1ccnc(NC(=O)C2CCN(S(=O)(=O)c3cccc4nonc34)CC2)c1	71.8
COc1cc(NC(=O)c2ccccc2)cc(OC)c1	92.6
COc1ccccc1NC1C=CS(=O)(=O)C1 (stereo unspecified)	96.0
Cc1ccccc1NC(=O)Cn1c(C)nc2ccc(NC(=O)C3CC3)cc2c1=O	93.9
CC(C)N(C(=O)Cn1cnc2c(cnn2-c2ccccc2Cl)c1=O)C(C)C	103.2
COC(=O)c1ccc(/C(O)=C(\C#N)c2nc3ccccc3s2)cc1	68.2
CCOC(=O)c1c(C)n(C)c2ccc(OC(C)C(=O)OC)cc12 (stereo unspecified)	103.8
CCN(CCO)C1CC(=O)N(c2ccccc2C)C1=O (stereo unspecified)	77.1
COC(=O)c1ccccc1NC(=O)N1CCN(C(=O)c2ccco2)CC1	107.5
N#C/C(=C\c1ccco1)Sc1nc2ccccc2s1	94.0
CSc1nc2ccccc2n1C(=O)NC1CCCCC1	91.0
Cc1ccccc1NC(=O)CCN1CCN(C/C=C/c2ccccc2)CC1	89.4
O=C(c1ccccn1)N1CCN(c2ccc(C(F)(F)F)cn2)CC1	111.8
Cc1ccc(N2CC(C(=O)N3CCc4ccccc43)CC2=O)cc1 (stereo unspecified)	96.3
CC(=O)c1ccc(NC(=O)C2CCCNC2=O)cc1 (stereo unspecified)	85.7
CCCOC(=O)C1=C(C)NC2=C(C(=O)C(C(=O)OC)C(C)C2)C1c1ccc(N(C)C)cc1 (stereo unspecified)	89.0
CC(C)Oc1ccc(NC(=O)C2CCCNC2=O)cc1 (stereo unspecified)	99.2
CCc1ccc2[nH]c(=O)c(CN(Cc3ccc(OC)cc3)Cc3nnnn3CCOC)cc2c1	84.6
CC1Cc2ccccc2N1C(=O)CSC1=NCCS1 (stereo unspecified)	89.5
COc1nnc(-c2ccc(N3CCCCC3)c(N)c2)c2ccccc12	85.1
CC(C)(C)n1nnnc1C(c1cccs1)N1CCCC2(CCCCC2)C1 (stereo unspecified)	81.8
CCn1c(CC(=O)Nc2ccccc2F)nnc1SCC(=O)N1CCN(c2ccccc2)CC1	105.9

(further entries)
SMILES	SKBR3 24h inh
Cc1nnc2sc(-c3ccc(NC(=O)c4ccc(-c5ccc(Cl)cc5Cl)o4)cc3)nn12	106.2
COc1ccc(C(C)=O)c(OC(=O)c2ccc(OC)c(OC)c2)c1	87.0
Cn1c(=O)c2cn(-c3ccc4c(c3)OCCO4)cc2n(C)c1=O	86.1
COC(=O)c1cc(Br)c(=O)n(Cc2cccnc2)c1	105.4
CCOC(=O)C1CSc2[nH]c(=O)sc2C1c1ccccc1 (stereo unspecified)	98.9
Nc1sccc1C(=O)c1ccc(Cl)cc1	95.2
O=C(c1ccsc1)N1CCN(C(=O)c2cccs2)CC1	86.3
Cn1nnc2c(NCc3ccco3)nccc21	111.4
CCOC(=O)c1ccc(NC(=O)Nc2ccc3c(c2)OCCO3)cc1	95.8
O=C(Nc1ccc(F)cc1)Nc1ccc(Cl)cn1	98.6
Cc1oc2c(CN3CCOCC3)c(O)ccc2c(=O)c1-c1ccccc1	85.8
COc1ccc(NC(=O)c2coc3ccccc23)cc1OC	115.7
CC(C)C(=O)Nc1nnc(CCc2nnc(NC(=O)C(C)C)s2)s1	95.3
CCOc1ccc(Nc2ncnc(N)n2)cc1	113.1
CCCN(CCC)C(=O)Cn1c(=O)n(CCCCC(=O)NC2CCCC2)c(=O)c2ccccc21	76.7
COCCNC(=O)CN(c1ccccc1OC)S(C)(=O)=O	91.1
Cc1nnc2sc(-c3ccc(NC(=O)c4cccnc4)cc3)nn12	102.1
O=C1N(O)C2(C=CCCC2)/C(=N\O)C12CCCCC2 (stereo unspecified)	84.3
COc1ccc(C2=C(C)CC(C)(C)NC2=O)cc1OC	99.9
N#CC1=C(SCC(=O)c2cc3ccccc3oc2=O)NC(=O)C(C#N)C12CCCC2 (stereo unspecified)	109.2
O=C(NC1CCS(=O)(=O)C1)c1c(NC(=O)C2COc3ccccc3O2)sc2c1CCCC2 (stereo unspecified)	83.1
COc1cccc(CN(C(=O)c2cc3ccccc3oc2=O)C2CC2)c1	103.1
COc1ccc(Cc2nn3c(Cn4nnc5ccccc54)nnc3s2)cc1	110.7
COc1cccc(NC(=O)CCS(=O)(=O)c2cccs2)c1	95.9
Cc1occc1-c1nnc(SCC(=O)c2cc3ccccc3oc2=O)o1	103.7
O=c1c2ccccc2nc2c3ccccc3c(N3CCOCC3)nn12	65.2
COc1cccc(C2NC(=O)NC(O)(C(F)(F)F)C2C(=O)c2cccnc2)c1OC (stereo unspecified)	99.8
COC(=O)CN(c1ccccc1C)S(C)(=O)=O	96.9
O=c1cc(-c2ccco2)oc2ccc(Cl)cc12	82.2
CC(C)n1nc(C(=O)NCCc2ccc(S(N)(=O)=O)cc2)c2ccccc2c1=O	104.1

An excerpt of these results, with bars between the fields:
Molecule | SKBR3 24h inh
COc1cccc(CN(C(=O)c2cc3ccccc3oc2=O)C2CC2)c1 | 103.1
COC(=O)CN(c1ccccc1C)S(C)(=O)=O | 96.9
COc1ccc(Cc2nn3c(Cn4nnc5ccccc54)nnc3s2)cc1 | 110.7
COc1cccc(NC(=O)CCS(=O)(=O)c2cccs2)c1 | 95.9
O=c1c2ccccc2nc2c3ccccc3c(N3CCOCC3)nn12 | 65.2

More compounds follow:
SMILES	SKBR3 24h inh
COc1cc(OC)c(-c2nn3c(-c4ccncc4)nnc3s2)cc1OC	98.3
Cc1[nH]c2ccccc2c1C(=O)CN1CCC(C(N)=O)(N2CCCCC2)CC1	96.2
COc1ccccc1-n1c(=O)c2c3c(sc2n2c(SC)nnc12)CCC3	88.4
COc1cccc(-c2cc(C(F)(F)F)nc(-n3cncn3)n2)c1	92.1
CCOC(=O)N1CCN(c2nc(C)c3c(n2)CCCC3=O)CC1	99.8
O=C(CNC1=NCCC1)c1ccc2c(c1)OCCO2	95.1
CCOc1ccc(Nc2nc3c(c(=O)[nH]2)CCC3)cc1	87.6
O=c1cc(-c2ccccc2)[nH]n1-c1nc2ccccc2[nH]1	86.7

As a short view, part of the list above.
SMILES	SKBR3 24h inh
CC(C)n1nc(C(=O)NCCc2ccc(S(N)(=O)=O)cc2)c2ccccc2c1=O	104.1
COc1cc(OC)c(-c2nn3c(-c4ccncc4)nnc3s2)cc1OC	98.3
Cc1[nH]c2ccccc2c1C(=O)CN1CCC(C(N)=O)(N2CCCCC2)CC1	96.2
COc1ccccc1-n1c(=O)c2c3c(sc2n2c(SC)nnc12)CCC3	88.4
COc1cccc(-c2cc(C(F)(F)F)nc(-n3cncn3)n2)c1	92.1
CCOC(=O)N1CCN(c2nc(C)c3c(n2)CCCC3=O)CC1	99.8

Fetched by compound from the entries so far:
SMILES	SKBR3 24h inh
COc1ccc(-c2nc(SC)n(S(=O)(=O)c3ccccc3)n2)cc1	84.7
O=c1c2ccccc2nc2c3ccccc3c(N3CCOCC3)nn12	65.2

Screening data as filed in PubChem.
